Assay outcomes deposited in PubChem BioAssay by several laboratories.
ABCB1 block = inhibitors of human ABCB1 transporter, ABCG2 counter-screen; P08183; CCRF-Adr cells, JC-1 efflux, flow cytometry; inhibition, % at 6.6 µM; actives 0.067% (n = 190,000); AID 1326; in the data active = inhibition above about 40%;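 note: 0% = vehicle and 100% = reference inhibitor; higher value means more JC-1 retained so stronger ABCB1 efflux block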
Target sequence (P08183 whole entry, looked up): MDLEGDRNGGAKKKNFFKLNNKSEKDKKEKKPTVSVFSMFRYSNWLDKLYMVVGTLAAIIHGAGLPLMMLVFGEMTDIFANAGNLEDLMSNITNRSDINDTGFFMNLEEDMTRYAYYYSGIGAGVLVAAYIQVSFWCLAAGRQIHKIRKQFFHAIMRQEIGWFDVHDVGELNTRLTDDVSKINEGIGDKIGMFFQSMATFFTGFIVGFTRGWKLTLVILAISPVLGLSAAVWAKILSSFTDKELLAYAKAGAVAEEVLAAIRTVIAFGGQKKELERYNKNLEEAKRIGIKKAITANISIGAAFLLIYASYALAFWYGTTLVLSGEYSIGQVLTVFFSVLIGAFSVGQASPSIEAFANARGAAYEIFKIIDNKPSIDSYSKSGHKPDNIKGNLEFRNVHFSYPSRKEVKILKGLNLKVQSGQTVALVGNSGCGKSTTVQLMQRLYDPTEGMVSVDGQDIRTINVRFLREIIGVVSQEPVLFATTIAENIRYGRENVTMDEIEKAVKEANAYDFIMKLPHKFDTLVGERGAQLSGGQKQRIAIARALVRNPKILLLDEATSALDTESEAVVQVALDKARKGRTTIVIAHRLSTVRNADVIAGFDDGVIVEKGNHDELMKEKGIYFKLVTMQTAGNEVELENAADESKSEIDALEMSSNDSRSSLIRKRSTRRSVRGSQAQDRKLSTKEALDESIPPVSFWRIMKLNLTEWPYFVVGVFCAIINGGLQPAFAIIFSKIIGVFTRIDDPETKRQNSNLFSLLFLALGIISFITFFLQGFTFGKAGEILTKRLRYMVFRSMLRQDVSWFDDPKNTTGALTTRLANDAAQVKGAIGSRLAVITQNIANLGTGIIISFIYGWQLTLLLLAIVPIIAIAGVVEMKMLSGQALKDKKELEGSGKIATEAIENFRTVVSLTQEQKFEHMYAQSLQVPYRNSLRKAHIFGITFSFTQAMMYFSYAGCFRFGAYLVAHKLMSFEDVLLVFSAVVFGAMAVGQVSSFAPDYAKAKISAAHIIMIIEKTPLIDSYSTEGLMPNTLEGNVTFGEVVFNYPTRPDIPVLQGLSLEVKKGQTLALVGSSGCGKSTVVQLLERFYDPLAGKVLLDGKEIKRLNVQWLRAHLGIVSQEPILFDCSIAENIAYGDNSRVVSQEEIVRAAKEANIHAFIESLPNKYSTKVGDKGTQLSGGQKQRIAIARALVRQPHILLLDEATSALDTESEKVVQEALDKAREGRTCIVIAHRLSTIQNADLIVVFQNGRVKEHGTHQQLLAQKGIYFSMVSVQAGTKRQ
ABCG2 block = inhibitors of human ABCG2 transporter, ABCB1 counter-screen; Q9UNQ0; IgMXP3 cells, JC-1 efflux, flow cytometry; inhibition, % at 6.6 µM; actives 0.1% (n = 190,000);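 active = inhibition above 80%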;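 note: 0% = DMSO and 100% = nicardipine control wells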
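material = IgMXP3 (ABCG2) plus far-red-tagged CCRF-Adr (ABCB1) cells | amount = 3 million cells/mL, equal mix of both lines | also added = JC-1 transporter substrate | dosing = one concentration, 6.6 µM final | schedule = 10 min at 25 °C | measured by = flow cytometric JC-1 green MFI at 530 nm | read-out basis = percent efflux inhibition, scaled nicardipine 100% to DMSO 0%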
RGS7-Gao = human RGS7-Galphao interaction regulation; actives 0.35% (n = 220,000); Multiplexed bead flow cytometry, RGS7-Galphao binding; actives lie on both sides; P09471; binding response (% of control), % at 10 µM; in the data active = binding response below about 49% or above about 150%; inconclusive = no clear call, values can overlap the other calls; inactive = in between;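 note: fluorescent Galphao held in activated GDP-AlF4 state binding bead-coupled RGS7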
GSH fluor = compound fluoresces at 488/530 nm on GSH beads; AID 1776; actives 0.25% (n = 190,000); fluorescence (KMESF) at 10 µM; GSH beads flow cytometry, compound fluorescence 488/530 nm; stronger effect = higher value; in the data active = fluorescence above about 89;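 note: glutathione beads carrying GST-tagged Bcl family fusion proteins plus one bare bead set; values are compound well signal with DMSO vehicle wells as background; inactives centre near 16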
Mcl1-Noxa inh = disrupts binding of human Mcl-1 to Noxa peptide. Q07820. TR-FRET Mcl-1/Noxa peptide binding, 2 h. inhibition, % at 21.7 µM. actives 1.5% (n = 220,000). AID 1022;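 active = compounds that cut the protein-peptide binding signal by more than 50% relative to plate controls in a single-dose test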;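 note: His-tagged Mcl-1 with rhodamine Noxa BH3 peptide and terbium anti-His antibody; 0% = Mcl-1 plus Noxa peptide wells and 100% = peptide-only wells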
Avidin bead fluor = avidin bead compound fluorescence profile. Avidin beads, compound fluorescence 488/530 nm, flow cytometry; stronger effect = higher value. fluorescence (KMESF) at 10 µM. actives 0.38% (n = 220,000); in the data active = fluorescence above about 47; note: inactives centre near 10
RGS4-Gao reg = human RGS4-Galphao interaction regulation; P09471; Multiplexed bead flow cytometry, RGS4-Galphao binding; actives lie on both sides; binding response (% of control), % at 10 µM; actives 0.33% (n = 220,000); in the data active = binding response below about 49% or above about 150%; inactive = in between;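 note: fluorescent Galphao activated with aluminum fluoride binding bead-coupled RGS4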
RGS8-Gao = regulators of human RGS8-Galphao interaction | multiplexed bead flow cytometry, RGS8-Galphao binding; actives lie on both sides | response (percent of control binding), % at 10 µM | actives 0.34% (n = 220,000); in the data active = response below about 60% or above about 140%; inactive = in between;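 note: Galphao activated as the GDP aluminium fluoride complex binding bead-coupled RGS8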
Pf gametocyte = kills late stage P. falciparum gametocytes. inhibition, % at 10.9 µM. P. falciparum stage V gametocytes, ATP luminescence, 24 h. actives 0.065% (n = 150,000);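 active = inhibition above the mean plus 3 SD of compounds within the control limits, set per campaign, cut at about 38% in these data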;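 note: 0% = DMSO wells and 100% = medium only without gametocytes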
Bim-Mcl-1 = inhibitors of Bim-Mcl-1 interaction, human; Q07820; Bead-based flow cytometry, Bim peptide-Mcl-1 binding; inhibition, % at 10 µM; actives 0.1% (n = 190,000); AID 1009; in the data active = inhibition above about 40%;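 note: 0% = no compound tracer wells and 100% = peptide blocker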
Mcl1 Bid PPI = disrupts binding of human Mcl-1 to Bid peptide; Q07820; inhibition, % at 21.7 µM; actives 0.97% (n = 220,000); TR-FRET Mcl-1/Bid-Dy647 peptide binding, 1536-well;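 active = compounds that cut the binding signal by more than half at the single screening dose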;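 note: His-tagged Mcl-1 with europium anti-His antibody binding Bid BH3 peptide; 0% = Mcl-1 plus peptide wells and 100% = peptide-only wells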
Numbers without * were called inactive; ? = inconclusive; nt = no result given. Rows are unselected; any-hit rate near 3.3%.

SMILES	ABCB1 block	ABCG2 block	RGS7-Gao	GSH fluor	Mcl1-Noxa inh	Avidin bead fluor	RGS4-Gao reg	RGS8-Gao	Pf gametocyte	Bim-Mcl-1	Mcl1 Bid PPI
Cc1ccc(C(=O)COC(=O)C2CC(=O)N(c3nc(-c4ccccc4)cs3)C2)cc1C (stereo not given)	0.0	0	102	5	4	8	102	101	-9	-4	-18
CCOC(=O)C1CCCN(C(=O)c2cn(CC)c(=O)c3cc(OC)c(OC)cc23)C1 (stereo not given)	0.8	3	99	24	10	12	99	100	nt	-3	5
O=c1[nH]c(SCc2ccc([N+](=O)[O-])cc2)nc2[nH]ncc12	0.1	1	100	19	0	9	100	103	nt	2	-36
Cc1ccc(S(=O)(=O)N2CCN(CC(=O)N/N=C\c3ccc(Cl)c([N+](=O)[O-])c3)CC2)cc1	1.9	26	99	17	10	7	97	103	8	-5	-12
CCOCCCn1c(=S)[nH]c2cc(C(=O)NCCCN(CC)CC)ccc2c1=O	-0.2	2	101	20	18	11	102	102	15	-2	-46
C=CCn1c(N2CCCCCC2)nc2c1c(=O)n(C)c(=O)n2C	0.7	7	102	11	98*	12	103	103	nt	0	41
O=C(C1=C[C@H](C2CC2)C[C@H](OCc2ccc(CO)cc2)O1)N1CCN(Cc2ccc3c(c2)OCO3)CC1	2.4	4	90	20	11	5	92	93	3	-4	-5
COc1ccc(/C=C2\CC/C(=C\c3ccc(OC)c(OC)c3)C2=O)cc1OC	0.3	4	97	7	12	5	97	99	-3	-3	-8
CC(C)(C)n1ncc2c(=O)n(Cc3c(F)cccc3Cl)cnc21	0.8	2	97	9	-10	9	90	99	nt	-2	-20
CCCCCC(=O)NNC(=S)NC(=O)c1ccccc1[N+](=O)[O-]	0.2	2	106	9	-23	14	102	101	-29	-8	-85
CN1/C(=C\C(=O)c2cccnc2)C(C)(C)c2ccccc21	0.5	12	97	11	2	12	99	100	2	-1	-16
Clc1ccc(-c2cn3nc4c(nc3n2)CCCC4)cc1	1.0	42	100	29	-18	13	100	101	-5	-4	-3
CNS(=O)(=O)c1ccc(NS(=O)(=O)c2ccccc2F)cc1	0.1	1	?	13	3	8	97	100	-3	-2	-5
Cc1cccn2c(=O)c(/C=N/O)c(Nc3ccccc3F)nc12	nt	nt	?	nt	-29	7	98	103	2	nt	54*
O=C(Nc1nc(-c2cccs2)cs1)c1ccco1	-0.2	0	101	13	5	10	106	101	nt	0	-19
COc1ccc(/C=C(\C#N)c2nc3ccc(C)cc3[nH]2)cc1Oc1ccc(C(F)(F)F)cc1[N+](=O)[O-]	0.6	2	99	29	0	12	102	101	nt	0	-12
Cc1cc(NC(=O)c2ccoc2C)no1	1.9	20	104	15	21	4	99	98	nt	0	-14
Nc1c(-c2ccccc2)c(CN2CCOCC2)nn1-c1ccc(F)cc1	0.4	0	108	19	-3	15	106	107	4	-5	13
NS(=O)(=O)c1ccc(Nc2nc(-c3ccc4ccccc4c3)cs2)cc1	-0.1	0	102	28	41	4	104	102	nt	1	-4
O=C(NC(=S)NCc1ccccc1)c1ccccc1	0.9	26	?	16	10	9	102	100	-12	-3	-34

An excerpt of these results, as a markdown table.
| structure | ABCB1 block | ABCG2 block | RGS7-Gao | GSH fluor | Mcl1-Noxa inh | Avidin bead fluor | RGS4-Gao reg | RGS8-Gao | Pf gametocyte | Bim-Mcl-1 | Mcl1 Bid PPI |
| --- | --- | --- | --- | --- | --- | --- | --- | --- | --- | --- | --- |
| NS(=O)(=O)c1ccc(Nc2nc(-c3ccc4ccccc4c3)cs2)cc1 | -0.1 | 0 | 102 | 28 | 41 | 4 | 104 | 102 | nt | 1 | -4 |
| O=C(NC(=S)NCc1ccccc1)c1ccccc1 | 0.9 | 26 | ? | 16 | 10 | 9 | 102 | 100 | -12 | -3 | -34 |

The listing picks up, starting 5 compounds before the break.
SMILES	ABCB1 block	ABCG2 block	RGS7-Gao	GSH fluor	Mcl1-Noxa inh	Avidin bead fluor	RGS4-Gao reg	RGS8-Gao	Pf gametocyte	Bim-Mcl-1	Mcl1 Bid PPI
COc1ccc(/C=C(\C#N)c2nc3ccc(C)cc3[nH]2)cc1Oc1ccc(C(F)(F)F)cc1[N+](=O)[O-]	0.6	2	99	29	0	12	102	101	nt	0	-12
Cc1cc(NC(=O)c2ccoc2C)no1	1.9	20	104	15	21	4	99	98	nt	0	-14
Nc1c(-c2ccccc2)c(CN2CCOCC2)nn1-c1ccc(F)cc1	0.4	0	108	19	-3	15	106	107	4	-5	13
NS(=O)(=O)c1ccc(Nc2nc(-c3ccc4ccccc4c3)cs2)cc1	-0.1	0	102	28	41	4	104	102	nt	1	-4
O=C(NC(=S)NCc1ccccc1)c1ccccc1	0.9	26	?	16	10	9	102	100	-12	-3	-34
O=C(NNc1ccc(-c2csnn2)cc1)c1ccccc1C(F)(F)F	nt	nt	?	nt	3	5	103	100	4	nt	-26
COc1cccc(CN(C)Cc2nc3cc(C(F)(F)F)ccc3c(=O)[nH]2)c1	nt	nt	?	nt	15	7	97	98	16	nt	-13
Cc1ccc(OCC(=O)NCCC2=CCCCC2)cc1	-0.1	0	120	10	-5	3	121	115	10	-5	-26
CN(C)/C=N/c1sc2c(c1C#N)CCCC2	0.9	11	?	14	13	8	103	102	5	-1	-49
COC(=O)c1c(C)[nH]c(C(=O)/C=C/c2ccc(C)cc2)c1C	nt	nt	?	nt	-34	5	95	99	4	nt	-34
CNCc1ccccc1Sc1cccc(O)c1	0.2	0	104	6	13	3	102	106	nt	-4	-27
CCN(CC(=O)NC(C)C)Cc1nc2sc3c(c2c(=O)[nH]1)CCC3	0.9	4	101	19	-13	40	107	104	10	-1	-35
CC(=NCc1ccco1)c1c(O)n(C2CCCCC2)c(=O)[nH]c1=O	-1.8	0	100	33	0	6	94	97	-5	-1	-2
CCc1c(C)nc2nc(NC(C)=O)[nH]n2c1=O	0.5	2	94	23	12	38	91	96	nt	-1	-10
CCOC(=O)c1cc2cc(OC)ccc2nc1C	-0.5	1	101	12	1	23	100	102	nt	-5	-2
COc1ccc(-c2cc(C(=O)Oc3ccc([N+](=O)[O-])cc3)c3ccccc3n2)cc1	-0.1	3	100	42	0	8	94	103	nt	0	18
CCOc1ccc(-c2csc(N)c2C(=O)OC)cc1	0.0	0	116	4	6	7	101	92	nt	-3	-12
Cc1c(NC(=O)C2CC(c3c(F)cccc3Cl)=NO2)c(=O)n(-c2ccccc2)n1C (stereo not given)	0.2	1	92	30	2	8	95	100	-26	0	-10
Cn1nc([N+](=O)[O-])c(C(C#N)c2nc3ccccc3n2C)c(Cl)c1=O (stereo not given)	0.7	5	93	10	19	11	67	97	nt	8	-22
O=C(c1cccc(S(=O)(=O)N2CCCCC2)c1)N1CCCCC1	0.5	6	98	32	12	8	100	100	-7	2	-27
COC(=O)c1ccc(CSc2nc3c(c(=O)n2-c2ccc(C)cc2)SCC3)o1	4.1	3	98	26	11	7	99	99	nt	0	-1
O=C(CSc1ncn(-c2ccccc2)n1)NCc1ccccc1	0.4	3	98	14	11	34	101	99	-2	-3	-40
Cc1ccc(N2CC(C(N)=O)CC2=O)cc1C (stereo not given)	0.2	1	98	9	-8	9	102	103	nt	1	-21
CCN(CC)C(=O)CSc1nc(-c2ccccc2)cc(=O)[nH]1	-0.4	3	99	19	9	5	100	100	17	-3	-6
COc1cccc2cc(C(=O)N(C)C)c(=O)oc12	0.4	2	101	31	nt	12	102	101	nt	-5	-42

Filtered by structure, those above with two or more sulfur atoms.
SMILES	ABCB1 block	ABCG2 block	RGS7-Gao	GSH fluor	Mcl1-Noxa inh	Avidin bead fluor	RGS4-Gao reg	RGS8-Gao	Pf gametocyte	Bim-Mcl-1	Mcl1 Bid PPI
CNS(=O)(=O)c1ccc(NS(=O)(=O)c2ccccc2F)cc1	0.1	1	?	13	3	8	97	100	-3	-2	-5
O=C(Nc1nc(-c2cccs2)cs1)c1ccco1	-0.2	0	101	13	5	10	106	101	nt	0	-19
NS(=O)(=O)c1ccc(Nc2nc(-c3ccc4ccccc4c3)cs2)cc1	-0.1	0	102	28	41	4	104	102	nt	1	-4
COC(=O)c1ccc(CSc2nc3c(c(=O)n2-c2ccc(C)cc2)SCC3)o1	4.1	3	98	26	11	7	99	99	nt	0	-1

The results go on:
SMILES	ABCB1 block	ABCG2 block	RGS7-Gao	GSH fluor	Mcl1-Noxa inh	Avidin bead fluor	RGS4-Gao reg	RGS8-Gao	Pf gametocyte	Bim-Mcl-1	Mcl1 Bid PPI
CCOC(=O)c1sc(S(C)(=O)=O)c2c1CC(C)(C)C/C2=N/O	nt	nt	?	nt	7	6	96	103	9	nt	-12
Cc1cc(OCC(=O)Nc2cc(-c3nn4c(C)nnc4s3)ccc2C)ccc1Cl	0.9	11	101	15	4	5	98	102	nt	-1	-231
Cc1ccc(OCC(=O)Nc2cccc3nsnc23)c(C)c1	0.2	1	87	12	-3	35	89	91	-15	-1	-5
Cc1nn(C)c(=O)n1-c1ccc(Oc2ccccc2)cc1	0.4	1	99	14	0	36	99	101	-22	-2	-61
CC(=O)Nc1ccc2oc(-c3ccccc3Br)nc2c1	0.8	6	109	25	-16	15	109	101	nt	-2	21
Cc1nc(C)c(-c2csc(N)n2)s1	-0.6	11	102	14	15	10	102	101	8	0	-21
CCCC(=O)NCCc1ccc(S(N)(=O)=O)cc1	-1.2	-11	104	35	-15	12	102	102	-13	-2	14
O=C(Nc1ccc(Br)cc1)C1CCCN(S(=O)(=O)c2cccnc2)C1 (stereo not given)	0.1	8	103	11	-7	5	101	102	-2	14	11
NC1=NC(=O)C(Cc2cccc(Cl)c2Cl)S1 (stereo not given)	0.0	3	103	15	-4	8	103	90	2	-2	-1
O=C1NC2(CCCCC2)C(=O)N1Cc1ccc([N+](=O)[O-])cc1	0.6	17	104	6	3	14	103	104	10	-3	-16
CCOc1ccc(C(=O)Nc2ccc(N3CCN(C(C)=O)CC3)cc2)cc1[N+](=O)[O-]	0.8	3	?	10	35	11	99	97	-11	1	-30
NS(=O)(=O)c1ccc(CNC(=O)NC2(c3ccccc3)CC2)cc1	0.0	0	99	14	-9	20	102	96	nt	-6	-5
CCOC(=O)c1c(NC(=O)CSc2nnnn2-c2ccccc2)sc2c1CCC(C)C2 (stereo not given)	0.0	0	104	6	-14	7	103	100	-26	1	-18
CCOC(=O)CCn1c(CC(=O)OCC)nc2ccccc21	1.4	10	97	28	28	12	100	96	8	-2	35
CS(=O)(=O)Nc1ccc(C2=NN(C(=O)c3ccco3)C(c3ccccc3)C2)cc1 (stereo not given)	0.1	12	97	9	23	14	98	99	-30	1	-8

Records listed so far printed as active in Mcl1-Noxa inh:
SMILES	RGS7-Gao	GSH fluor	Mcl1-Noxa inh	Avidin bead fluor	RGS4-Gao reg	RGS8-Gao	Bim-Mcl-1	Mcl1 Bid PPI
C=CCn1c(N2CCCCCC2)nc2c1c(=O)n(C)c(=O)n2C	102	11	98*	12	103	103	0	41
